# TR SRC2 fluor cs: Total Fluorescence Counterscreen for Inhibitors of the Interaction of Thyroid Hormone Receptor and Steroid Receptor Coregulator 2; Potency, µM (doses to about 106 µM), for inactives: at the top dose fluorescence change, negative = quenching; 0.29% of 280,000 active; AID 1479, 2009; TRb/SRC2 Texas Red total fluorescence interference; active = well fitted curve in either direction with a large enough effect; inconclusive = small, poorly fitted or top-dose-only effect; note: potency is the fitted concentration of half-maximal effect; % is set by controls: 0 for no effect and ±100 for the full control effect
#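 Human TRb ligand-binding domain at 0.6 uM with 20 nM Texas Red SRC2 peptide in Tris buffer containing 1 uM T3 and 5% DMSO, incubated with compound 5 h at ambient temperature. Total fluorescence (555/632 nm) calculated as parallel + 2 × perpendicular.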
# NPSR antag: qHTS Assay for Antagonists of the Neuropeptide S Receptor: cAMP Signal Transduction; AID 1461, 2008; Potency, µM (titrated, usually from 38.3 µM), for inactives: at the highest dose activity change, negative = inhibition, most hits filed as inhibitors; 1% of 220,000 active; CHO-NPSR cells, cAMP TR-FRET, antagonist mode; note: potency is the fitted concentration of half-maximal effect; % is set by controls: 0 for no effect and ±100 for the full control effect; nearly all actives have a fitted effect of over 50% in size; many of its hits are not listed in these tables
# Tau fluor cs: Counterscreen qHTS for Inhibitors of Tau Fibril Formation, Fluorescence Polarization; Potency, µM (top dose mostly 57.7 µM), for inactives: at the top dose activity change, negative = decrease; tau K18 P301L (four-repeat tau fragment) Alexa594 fluorescence, heparin fibrillization; 0.93% of 280,000 active; AID 1463, 2008; note: potency is the fitted concentration of half-maximal effect; % is set by controls: 0 for no effect and ±100 for the full control effect; nearly all actives have a fitted effect of over 55% in size
#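 Human K18 P301L tau (15 uM unlabeled plus 0.24 uM Alexa 594-labeled, final) in 100 mM sodium acetate pH 7 was mixed with compound and 20 uM heparin and incubated 6 hr at 37 C.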
# aGal spleen mod: qHTS Assay for Inhibitors and Activators of Human alpha-Galactosidase From Spleen Homogenate; Alpha-galactosidase A (Homo sapiens), P06280; 0.008% of 240,000 active; AID 2107, 2009; Potency, µM (doses to about 80 µM), for inactives: at the highest dose activity change, negative = inhibition, actives largely listed as inhibitors; human spleen homogenate, 4MU-alpha-Gal fluorescence, 40 min;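 note: potency is the fitted concentration of half-maximal effect; 0% = enzyme with vehicle and -100% = no enzyme basal signal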
#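 Fluorogenic readout (Ex 365/Em 440 nm) of 4-methylumbelliferone released from 1 mM 4-MU-alpha-galactoside by spleen homogenate, 40 min at 37C, pH 5.0. Data normalized to no-enzyme and enzyme controls; Hill-equation AC50 from compound titrations.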
# Epigenetic derep: Quantitative High-Throughput Screen for Regulators of Epigenetic Control; murine LDR cells, GFP reporter derepression, 30 h; Potency, µM (titrated, usually from 53.9 µM), for inactives: at the top dose GFP activation, usual class: activators; 0.2% of 280,000 active; note: potency is the fitted concentration of half-maximal effect; % of control where 0% means no effect; nearly all actives have a fitted effect of over 60% in size
#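 Murine LDR cells carrying a silenced, genomically integrated CMV-driven GFP reporter were exposed to compound for 30 hours at 37 C. After PBS washes, GFP-positive cells (20–120 um objects) were counted by laser-scanning microplate cytometry.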
# CBFb RUNX1 block: qHTS Assay for Compounds Blocking the Interaction Between CBF-beta and RUNX1 for the Treatment of Acute Myeloid Leukemia. AID 1477, 2009. Potency, µM (series often up to 59.8 µM), without a hit: at the top dose activity, negative = inhibition, hits mostly inhibitors. 230,000 tested, under 10 active. AlphaScreen CBFb-His/RUNX1-biotin binding, biochemical. Runt-related transcription factor 1 (Homo sapiens) + Core-binding factor subunit beta …; note: % of control where 0% means no effect
# Target sequence (Q01196 whole entry, looked up): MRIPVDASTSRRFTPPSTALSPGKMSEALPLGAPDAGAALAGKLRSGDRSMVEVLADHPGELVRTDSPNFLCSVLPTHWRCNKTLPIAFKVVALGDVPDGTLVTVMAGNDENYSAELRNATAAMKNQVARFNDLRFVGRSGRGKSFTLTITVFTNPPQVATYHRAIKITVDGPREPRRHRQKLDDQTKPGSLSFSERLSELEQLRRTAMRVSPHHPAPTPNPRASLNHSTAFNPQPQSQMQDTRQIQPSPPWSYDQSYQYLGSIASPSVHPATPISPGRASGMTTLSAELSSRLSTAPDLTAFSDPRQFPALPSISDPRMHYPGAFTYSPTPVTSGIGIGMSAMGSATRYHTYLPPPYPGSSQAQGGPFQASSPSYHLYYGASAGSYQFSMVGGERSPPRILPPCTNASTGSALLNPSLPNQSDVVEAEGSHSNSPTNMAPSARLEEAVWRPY
# Target sequence (Q13951 whole entry, looked up): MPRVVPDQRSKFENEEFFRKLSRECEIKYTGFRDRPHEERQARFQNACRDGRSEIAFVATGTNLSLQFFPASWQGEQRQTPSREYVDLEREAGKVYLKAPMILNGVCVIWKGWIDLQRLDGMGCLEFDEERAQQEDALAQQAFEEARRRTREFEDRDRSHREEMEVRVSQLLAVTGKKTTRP
#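 Inhibition was taken as any reduction in AlphaScreen signal from the CBF-beta–RUNX1 pair (His and biotin tags, 30 nM each), measured after compound (15 min) and bead (90 min) incubations at room temperature.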
# TRb-SRC2 inh: qHTS for Inhibitors of the Interaction of Thyroid Hormone Receptor and Steroid Receptor Coregulator 2; TRbeta-SRC2 peptide binding, fluorescence polarization; receptor liganded with 1 µM T3; AID 1469, 2008; Potency, µM (titrated, usually from 106 µM), without a hit: at the highest dose activity change, negative = inhibition, most hits filed as inhibitors; Thyroid hormone receptor beta (Homo sapiens), P10828; 0.065% of 280,000 active;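 note: potency is the fitted concentration of half-maximal effect; plate controls were bound peptide for no effect and peptide without receptor for full effect; nearly all actives have a fitted effect of over 50% in size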
# Target sequence (P10828 whole entry, looked up): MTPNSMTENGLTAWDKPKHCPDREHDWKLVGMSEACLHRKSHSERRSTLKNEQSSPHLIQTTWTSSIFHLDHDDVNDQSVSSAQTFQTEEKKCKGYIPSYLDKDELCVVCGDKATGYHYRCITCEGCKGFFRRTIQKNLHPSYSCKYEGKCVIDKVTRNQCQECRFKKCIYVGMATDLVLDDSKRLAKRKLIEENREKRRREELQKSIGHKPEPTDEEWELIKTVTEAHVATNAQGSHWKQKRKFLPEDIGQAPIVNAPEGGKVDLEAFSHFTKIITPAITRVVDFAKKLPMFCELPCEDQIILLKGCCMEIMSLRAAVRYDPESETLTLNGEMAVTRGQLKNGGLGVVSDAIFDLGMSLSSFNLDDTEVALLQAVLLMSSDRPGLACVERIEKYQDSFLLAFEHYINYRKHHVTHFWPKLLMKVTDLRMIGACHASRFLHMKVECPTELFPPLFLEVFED
#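 Polarization signal, normalized between peptide-alone and full complex controls, measured compound effects on T3-liganded human TRb LBD (0.6 uM) binding 20 nM Texas Red SRC2 peptide after 5 hr.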
# Tau FP inhib: qHTS for Inhibitors of Tau Fibril Formation, Fluorescence Polarization | Microtubule-associated protein tau (Homo sapiens), P10636 | K18 P301L tau heparin fibrillization, Alexa594 FP, 6 h | Potency, µM (series often up to 57.7 µM), for inactives: at the highest dose activity, negative = inhibition, actives largely listed as inhibitors | 0.39% of 280,000 active | AID 1468, 2008; note: potency is the fitted concentration of half-maximal effect; % is set by controls: 0 for no effect and ±100 for the full control effect; nearly all actives have a fitted effect of over 55% in size
#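 Human K18 P301L fragment (15 uM unlabeled plus 0.24 uM Alexa 594-labeled) in 100 mM sodium acetate pH 7 with compound, aggregation induced by 20 uM heparin for 6 hr at 37 C. ThT (30 uM) added for 1 hr, then Alexa 594 FP read.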
# * hit, by the source's call; ? = inconclusive; nt = not tested or not shown; & = joins results of further samples; [ ] = dose if it differs, or a comment. Unless noted, calls come from the whole dose curve; as a rule, active = well fitted curve in the direction sought with a large enough effect; inconclusive = small, poorly fitted or top-dose-only effect, or another doubt; inactive = no such curve, though single readings can be large; an effect the other way counts as inactive or inconclusive. This is a subset (hit frequency here may not be typical).
smiles	TR SRC2 fluor cs	NPSR antag	Tau fluor cs	aGal spleen mod	Epigenetic derep	CBFb RUNX1 block	TRb-SRC2 inh	Tau FP inhib
CC1(C)CC(=O)C(C=Nc2ccccc2)=C(O)C1	2%	-4%[46.1 µM]	-10%	7%	0.7%	2%	-4%	-7%
CCC(OC(=O)c1cccs1)C(=O)NCc1ccc2c(c1)OCO2 (stereo not given)	0%	3%[46.1 µM]	11%	-7%	0.9%	8%	2%	8%
CCCc1nnc(NC(=O)C(CC)Sc2nnc3c4ccccc4n(C)c3n2)s1 (stereo not given)	-12%	nt	-9%	nt	2.8%	nt	2%	-7%
Cc1nn(CCCC(=O)Nc2nccs2)c(C)c1[N+](=O)[O-]	0%	10%	-11%	-1%	0.7%	5%	0%	-2%
Cc1ccc(CNC(=O)CCCN2C(=S)NC(C)(C)CC2C)cc1 (stereo not given)	-3%	4%	-5%	1%	0.0%	3%	-2%	-10%
CC(NC(=O)C1CCCN(C(=O)N(C)C)C1)c1ccccc1 (stereo not given)	0%	-7%[46.1 µM]	-2%	5%	0.8%	3%	1%	5%
CCN(CC)C(=O)CSc1nc(O)c(Cc2ccccc2)c(=O)n1-c1ccccc1	2%	-10%[46.1 µM]	-1%	3%	0.2%	4%	4%	1%
COc1ccc(-c2cc(CCCC(=O)NCCc3ccc(OC)cc3OC)no2)cc1	1%	-13%[46.1 µM]	-5%	-2%	0.0%	-2%	-3%	3%
COC(=O)c1[nH]c2ccc(F)cc2c1NC(=O)CCN1CC(C)OC(C)C1 (stereo not given)	-1%	24%[46.1 µM]	-2%	7%	3.1%	-3%	-10%	-3%
CCC(=O)N1CCc2cc(CNS(=O)(=O)c3ccc(CC(C)C)cc3)ccc21	-1%	nt	-15%	nt	-2.2%	nt	-2%	10%
CCOc1ccc(NC(=S)C(C#N)=C2N(C)c3ccccc3N2C)cc1	0%	8%	-13%	1%	1.7%	-4%	-7%	-11%
Cc1ccc(S(=O)(=O)n2nc(-c3ccc(Cl)cc3)nc2NCc2ccco2)cc1	-3%	-2%[46.1 µM]	?	-6%	0.0%	-8%	-3%	?
COc1cc(C2C(C(=O)c3ccc(C)o3)=C(O)C(=O)N2Cc2cccnc2)ccc1O (stereo not given)	0%&0%	8%[46.1 µM]	0%&-9%	1%&1%	5.0%&0.2%	2%&1%	0%&-6%	-3%&-7%
Cc1cc(C)cc(Nc2cc(C)nc3nc(C)nn23)c1	1%	-8%[46.1 µM]	-7%	3%	-1.2%	3%	-16%	-12%
Cc1ccc(-c2nnc3sc(C4COc5ccccc5O4)nn23)cc1 (stereo not given)	1%	-24%[46.1 µM]	4%	-3%	1.4%	4%	7%	5%
CC(=O)NC(Cc1ccccc1)C(=O)N1CCN(C(=S)NCC(C)C)CC1 (stereo not given)	0%	11%	-11%	-5%	0.2%	4%	-1%	-4%
N#Cc1nc(-c2cccc3ccccc23)oc1NCCN1CCCCC1	-3%	29%[46.1 µM]	?	?	1.1%	5%	-5%	?
C/C(=N\NC(=O)C1(C)CC1(Br)Br)c1cccc(NC(=O)C2CCC2)c1 (stereo not given)	-2%	5%	-7%	3%	0.0%	-7%	-5%	-4%
O=CNC(Cc1ccccc1)C(=O)O (stereo not given)	1%	-3%[46.1 µM]	-12%	4%	-4.4%	3%	0%	4%
CC(=O)c1cccc(CN2CCN(C3CCCC3)C(CCO)C2)c1 (stereo not given)	-1%	-23%	4%	5%	1.1%	2%	1%	8%

# Complete entries from above:
# `CCC(=O)N1CCc2cc(CNS(=O)(=O)c3ccc(CC(C)C)cc3)ccc21` in the list: TR SRC2 fluor cs = -1%; NPSR antag = nt; Tau fluor cs = -15%; aGal spleen mod = nt; Epigenetic derep = -2.2%; CBFb RUNX1 block = nt; TRb-SRC2 inh = -2%; Tau FP inhib = 10%
# `CCOc1ccc(NC(=S)C(C#N)=C2N(C)c3ccccc3N2C)cc1` in the list: TR SRC2 fluor cs = 0%; NPSR antag = 8%; Tau fluor cs = -13%; aGal spleen mod = 1%; Epigenetic derep = 1.7%; CBFb RUNX1 block = -4%; TRb-SRC2 inh = -7%; Tau FP inhib = -11%

# Continuation:
smiles	TR SRC2 fluor cs	NPSR antag	Tau fluor cs	aGal spleen mod	Epigenetic derep	CBFb RUNX1 block	TRb-SRC2 inh	Tau FP inhib
COc1ccc(C(=O)CSc2nnc(-c3ccco3)o2)cc1	-4%	-12%	-13%	8%	4.3%	6%	1%	1%
Cc1ccc(S(=O)(=O)Nc2ncc(C(F)(F)F)cc2Cl)cc1	-1%	0%	6%	-8%	4.9%	4%	8%	11%
CCCC(C)NC(=O)c1c2c(nc3ccccc13)CCC2 (stereo not given)	-1%	5%	-4%	0%	-1.3%	-17%	-8%	-3%
CCOc1ccc(NC(=O)CSc2ncc(-c3ccc(F)cc3)n2Cc2ccco2)cc1	0%	?	?	-3%	-1.1%	-10%	3%	10%
CC(C)N1C(=O)C2C(C(=O)NC3CCCCC3)C3C=CC2(O3)C1C(=O)NC1CCCCC1 (stereo not given)	-2%	-1%[46.1 µM]	-3%	-4%	-1.0%	1%	-1%	-5%
Cc1cc(C)c(NC(=O)C(C)n2c(=O)cc(-c3ccccc3)c3c(C)nn(C)c32)c(C)c1 (stereo not given)	-1%	nt	-9%	nt	1.5%	nt	1%	-3%
COc1ccc(/C=N/NC(=O)c2ccc(O)cc2O)cc1CSc1ccccn1	?	-1%	-1%	-13%	-1.1%	-1%	-7%	1%
COc1cccc(NC(=O)Cn2c(=O)n(-c3ccc(Cl)cc3)c(=O)c3sc4ccccc4c32)c1	-7%	nt	-17%	nt	8.5%	nt	0%	?
O=C(Cc1c(F)c(F)c(F)c(F)c1F)OC12CC3CC(C1)C(=O)C(C3)C2	0%	?	1%	3%	2.9%	2%	14%	0%
CCCCc1ccc(NC(=O)N[C@H](C(=O)O)C(C)C)cc1	-4%	1%[46.1 µM]	-3%	1%	-2.0%	5%	-18%	1%
O=C(N/N=C/c1cc([N+](=O)[O-])ccc1O)C12CC3CC(CC(C3)C1)C2	-1%	-35%	-2%	-2%	-3.9%	9%	9%	12%
CCn1c(=O)c2cc(S(=O)(=O)NC3CCCCC3)ccc2n(CC)c1=O	-4%	-12%[46.1 µM]	-3%	-13%	0.0%	7%	-4%	6%
O=C(COc1ccccc1)Nc1nnc(-c2ccco2)o1	-3%	-6%	-6%	-2%	5.5%	-24%	1%	0%
Cc1cc2nc(-c3ccc(SCC(=O)Nc4ccc(S(=O)(=O)N5CCCC5)cc4)nc3)[nH]c2cc1C	5%	-9%	?	-4%	7.4%	-2%	3%	-18%
O=C(OCc1ccc([N+](=O)[O-])cc1)c1ccccn1	-5%	11%	3%	5%	1.1%	6%	6%	4%
CSc1cccc(NC(=S)N(CCCN2CCC(C)CC2)Cc2cccs2)c1	-8%	-28%	-21%	-9%	0.1%	0%	-3%	3%
CC(=O)Nc1ccc(S(=O)(=O)NCCC(=O)Nc2ccc(C)c(Cl)c2)cc1	-1%	1%	-16%	-1%	9.0%	-4%	4%	-5%
CCOC(=O)CN(C(=O)CNC(=O)c1cccs1)C(C(=O)NC1CCCCC1)c1cccnc1 (stereo not given)	2%	0%[46.1 µM]	-12%	-1%	-1.2%	13%	-12%	?
COc1ccccc1NC(=O)C1=C(C)Nc2nc(SCc3ccccc3F)nn2C1c1ccncc1 (stereo not given)	-2%	nt	-21%	nt	15%	nt	1%	-17%
O=C(CN1CCN(CC(=O)Nc2ccc3c(c2)OCO3)CC1)Nc1ccc(F)cc1	3%	-13%[46.1 µM]	-3%	-1%	1.2%	0%	-11%	3%

# (listing goes on)
smiles	TR SRC2 fluor cs	NPSR antag	Tau fluor cs	aGal spleen mod	Epigenetic derep	CBFb RUNX1 block	TRb-SRC2 inh	Tau FP inhib
CC(c1ccccc1)C1OCC(C[N+]2(C)CCCCC2)O1 (stereo not given)	0%	18%	-11%	-2%	4.5%	1%	-5%	0%
Cc1onc(-c2c(F)cccc2Cl)c1C(=O)NC(=S)NCc1cccnc1	-1%[53 µM]	0%	-2%	0%	-1.3%	15%	-1%[53 µM]	-6%
CN1c2ccccc2C(O)=C(C(=O)Nc2ccccc2)S1(=O)=O	-2%	-5%[46.1 µM]	5%	-12%	-2.1%	-8%	-5%	-2%
CCOCCCn1c(=S)[nH]c2cc(C(=O)N3CCOCC3)ccc2c1=O	-3%	-8%[46.1 µM]	4%	-3%	-1.8%	0%	2%	-6%
CCCN(CCC)CC(O)COc1ccccc1C(=O)Nc1ccccc1 (stereo not given)	-5%	-8%	-8%	-7%	0.0%	7%	-1%	-3%
Cc1cc(C)c(NC(=O)Cn2nc(-c3ccccc3)nc2-c2ccccc2)c(C)c1	-3%	-12%	-2%	-6%	9.5%	13%	-2%	-8%
O=C(Nc1ccccc1)N1CCC(c2nc(-c3ccc(S(=O)(=O)N4CCOCC4)cc3)no2)CC1	0%	14%[7.67 µM]	-26%	-3%	6.1%	7%	6%	-11%
COc1ccc2c(c1)c1c(c(=O)n(-c3cccc(C)c3)c(=O)n1CC(=O)NCc1ccc(C)cc1)n2C	-1%	nt	8%	nt	4.0%	nt	2%	-6%
COCC1C2CC[C@H]3C(OCc4ccc(OC)cc4)OC[C@]4(C)[C@H]3C2=C(CN4C(=O)OC(C)(C)C)[C@H](C)C1COC (stereo not given in full)	-2%	nt	-12%	2%	2.9%	2%	7%	-12%

# Screening data: PubChem BioAssay, National Center for Advancing Translational Sciences (NCATS)
